STK33 inh – human STK33 kinase inhibition; 320,000 tested, 0.073% active; inhibition, % at 10 µM; AID 2661; purified STK33, MBP phosphorylation, ADP-Glo luminescence; Q9BYT3;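 active = inhibition at or above 25%, using the most active replicate where run in duplicate; inactive = inhibition below 25%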
Target sequence (Q9BYT3 whole entry, looked up): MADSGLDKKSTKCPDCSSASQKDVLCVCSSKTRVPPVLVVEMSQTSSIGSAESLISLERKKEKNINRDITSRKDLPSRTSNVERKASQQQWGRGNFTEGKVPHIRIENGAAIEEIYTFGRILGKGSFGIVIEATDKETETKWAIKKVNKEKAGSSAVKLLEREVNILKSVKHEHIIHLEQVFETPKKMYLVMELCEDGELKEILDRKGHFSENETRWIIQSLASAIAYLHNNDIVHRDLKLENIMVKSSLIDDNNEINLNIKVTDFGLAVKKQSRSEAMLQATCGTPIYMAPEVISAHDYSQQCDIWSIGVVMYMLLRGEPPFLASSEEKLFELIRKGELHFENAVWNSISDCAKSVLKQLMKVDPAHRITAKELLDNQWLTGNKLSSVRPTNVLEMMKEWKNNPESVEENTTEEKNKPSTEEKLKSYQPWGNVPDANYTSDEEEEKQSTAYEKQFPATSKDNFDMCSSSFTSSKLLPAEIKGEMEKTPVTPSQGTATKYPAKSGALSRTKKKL
OX1R antag – blocks the human orexin 1 receptor | OX1R-expressing cells, FRET antagonist read-out | AID 485270 | inhibition, % at 6.6 µM | 330,000 tested, 1.8% active | O43613; in the data active = inhibition mostly above about 38%, no sharp cut-off; inactive = mostly below about 40%;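 also: 0% = agonist challenge alone and 100% = reference antagonist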
Target sequence (O43613 whole entry, looked up): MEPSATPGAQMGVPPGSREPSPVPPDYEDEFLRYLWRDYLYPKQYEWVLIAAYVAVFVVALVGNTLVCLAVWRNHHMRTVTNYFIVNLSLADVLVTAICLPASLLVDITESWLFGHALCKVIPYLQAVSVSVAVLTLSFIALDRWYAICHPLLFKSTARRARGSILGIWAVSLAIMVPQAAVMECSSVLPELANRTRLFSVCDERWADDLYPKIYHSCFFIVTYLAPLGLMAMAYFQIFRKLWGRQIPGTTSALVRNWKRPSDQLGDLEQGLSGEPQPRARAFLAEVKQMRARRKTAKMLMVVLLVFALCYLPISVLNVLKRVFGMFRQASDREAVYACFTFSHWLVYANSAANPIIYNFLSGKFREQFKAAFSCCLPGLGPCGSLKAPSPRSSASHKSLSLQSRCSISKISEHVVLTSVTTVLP
KCNQ2 block – KCNQ2 channel blockers in CHO-K1 cells – cell-based, FluxOR thallium flux, B-score, primary screen (AID 2156). O88943. 20 min; active compounds read low. B-score at 10 µM. 310,000 tested, 1.1% active;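 active = fluorescence ratio B-score at most minus 3 library SDs, with starting brightness B-score within 2 library SDs, cut at about -5.5 in these data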
Numbers without * were called inactive; i = inactive; . = no result given; & = joins results of further samples.

SMILES | STK33 inh | OX1R antag | KCNQ2 block
CCCSCCCNC(=O)c1ccccc1NC(=O)C1=CSCCO1 | 0.4 | 19 | i
CCOC(=O)C(NC(C)=O)C(=O)Nc1ccc(C(C)C)cc1 (stereo not given) | -1.3 | 16 | i
Cc1cc(C(=O)N2CCN(S(C)(=O)=O)CC2)cs1 | -0.8 | -5 | i
COc1cc(C(=O)NCC2CCCO2)cc(OC)c1OC (stereo not given) | -0.1 | 16 | i
CC1=Nn2c(nnc2-c2ccc(F)cc2)SC1 | 0.4 | 5 | i
O=C(C1CCN(S(=O)(=O)c2cnc[nH]2)CC1)N1CCN(Cc2ccc3c(c2)OCO3)CC1 | 1.0 | 17 | .
CC(Sc1nnnn1C)C(=O)NC(=O)NC1CCCCC1 (stereo not given) | -0.9 | 0 | i
CCOc1ccc(CCNC(=O)CCc2nnc3ccc(N4CCCCC4)nn23)cc1OCC | -1.0 | 17 | i
O=[N+]([O-])c1ccc(-c2ccc(/C=N/n3cnnc3)o2)c(Br)c1 | -1.0 | 24 | i
CC(Oc1ccc(Cl)cc1Cl)c1nc(-c2ccc(NC(=O)c3ccncc3)cc2)no1 (stereo not given) | -0.5 | 15 | i
C/C(=N/OC(=O)c1c(-c2c(Cl)cccc2Cl)noc1C)c1cnccn1 | 0.1 | 15 | i
CCOC(=O)c1ccc(NC(=O)N2CCCCC2)cc1 | -0.4 | 25 | i
CCC(CC)C(=O)NCCNC(=O)C(CC)CC | -0.1 | 14 | i
CNS(=O)(=O)c1cccc(C(=O)OCC(=O)NC2CCCC2)c1 | 1.4 | 10 | i
CCn1c(SCC(=O)N/N=C/C=C/c2ccco2)nnc1-c1ccccc1 | -2.0 | 14 | i
Clc1cccc(Cl)c1CON/C=N/c1ncnc2sccc12 | -1.7 | 31 | i
COc1cc(/C=C/C(=O)Nc2nc3ccc(S(=O)(=O)N(C)C)cc3s2)cc(OC)c1OC | -0.5 | 1 | i
CN(Cc1ccccc1)C(=O)[C@@H]1CCCN1S(=O)(=O)c1ccc(Cl)cc1 | -1.1 | 19 | i
C[C@]12CCC(O)CC1CCC1C2CC[C@]2(C)C(c3cc(C(F)(F)F)n[nH]3)CCC12 (stereo not given in full) | 0.1 | 4 | i
N#Cc1c(N2C(=O)C3C4C=CC(C4)C3C2=O)sc2c1CCC2 (stereo not given) | -0.5 | 2 | i
Cc1sc2nc(COC(=O)c3cccc(S(=O)(=O)N(C)c4ccccc4)c3)[nH]c(=O)c2c1C | 0.6 | 16 | i
CCOC(=O)N1CCC(N(CCN(C)C)C(=S)Nc2ccc(F)c(Cl)c2)CC1 | -2.3 | 2 | i
CCN(C[C@H]1N[C@@](C)(C(=O)OC)[C@H]2C(=O)N(Cc3ccccc3)C(=O)[C@@H]12)S(=O)(=O)c1ccc(OC)cc1 | 0.4 | -4 | .
CCCCC(=O)Nc1ccc(C(=O)N2CCC(C(=O)OCC)CC2)cc1 | -1.4 | -2 | i
Cc1cc(Cl)ccc1NC(=O)CN1CCC(C(O)(c2ccccc2)c2ccccc2)CC1 | 0.4 | 1 | i
CC(C)(C)C(=O)NC1CCN(S(=O)(=O)c2ccc(C(F)(F)F)cc2)CC1 | 0.3 | 8 | i
O=C(Nc1ccc(N2CCCCC2)c(Cl)c1)c1ccc(N2CCOCC2)c([N+](=O)[O-])c1 | -0.2 | 14 | i
O=C(Cc1ccccc1)NNC(=O)C1CCCC1 | -2.4 | -8 | i
C=C(C)Cn1c(N2CCN(c3ccc(OC)cc3)CC2)nc2c1c(=O)n(C)c(=O)n2C | -0.3 | 11 | i
CC(=O)Nc1ccc(NC(=O)C2CCCN(S(=O)(=O)c3ccc(-n4cnnn4)cc3)C2)cc1 (stereo not given) | -0.2 | 20 | i
CCOC(=O)C(CC)(CC)C(=O)/C=C/c1cccc(Br)c1 | -1.2 | 13 | i
CSCCCNC(=O)c1ccccc1OC1CCN(S(C)(=O)=O)CC1 | -1.4 | 32 | i
O=C(Nn1cnnc1)c1ccccc1F | -0.8 | -2 | i
COCCN(C(=O)CC1C(=O)NCCN1Cc1ccc(-c2ccccc2)cc1)C(C)C (stereo not given) | -0.7 | 2 | i
Cc1nc(C(=O)Nc2ccccc2)sc1C1(C)CC(c2cccnc2)=NO1 (stereo not given) | -1.0 | 39 | i
Nc1cccc(C(=O)NCCNC(=O)c2cccc(N)c2)c1 | -2.5 | -2 | i
O=C(CSc1nnc(-c2c[nH]c3ccccc23)o1)N1CCCCC1 | 0.6 | 41 | i
O=C(O)c1cc(-c2ccc(Cl)cc2)n(-c2ccccc2)n1 | -0.8 | 36 | i
COc1cc(C(=O)NNC(=O)C2CC2)cc(OC)c1OC | -0.3 | -1 | i
Cc1ccc(C2N(c3ccc(F)cc3)C(=O)C3CCCN32)cc1 (stereo not given) | 2.3 | 10 | i
O=c1oc2ccccc2cc1-c1nc(-c2cccs2)cs1 | 0.2 | 51* | i
Fc1ccccc1N1CCN(CCCNc2ccc3nncn3n2)CC1 | 0.9 | 6 | i
CN1C(=O)NC(NC(=O)C2CCCCC2)(C(F)(F)F)C1=O (stereo not given) | -3.7 | 16 | i
CCN(CC)P(=O)(Nc1ccccc1Br)c1ccc(N(C)C)cc1NC(=O)c1ccco1 (stereo not given) | -1.4 | 53 | i
Nc1cccc(C(=O)Nc2ccc(N)cc2Cl)c1 | -0.6 | 7 | i
CCCCN(CC)CCNS(=O)(=O)c1ccc2c(c1)oc(=O)n2C | -1.6 | 4 | i
Cc1ccc(S(=O)(=O)Cn2cnnn2)cc1 | -0.5 | 13 | i
COc1ccc(-c2nc(CS(=O)(=O)CC(=O)NCc3ccccc3Br)c(C)o2)cc1 | 3.0 | 4 | -7.8*
CCOC(=O)N1CCc2c(sc(NC(=O)CN3CCOCC3)c2C#N)C1 | -0.3 | 28 | i
COc1ccc(C(=O)C2CCCN(C(=O)c3noc4c3CCCC4)C2)c(C)c1 (stereo not given) | -1.3 | 18 | i

(list continues)
SMILES | STK33 inh | OX1R antag | KCNQ2 block
CCC(C)NS(=O)(=O)c1ccc(NC(=O)C(Sc2ccccc2)c2ccccc2)cc1 (stereo not given) | -0.9 | 5 | i
CC(C)(C)c1cc(CN2CCOCC2)c(C(=O)O)o1 | 0.3 | 24 | i
CC(C)(C)NC(=O)C(c1ccccn1)N(C(=O)c1csnn1)C1CCCC1 (stereo not given) | -1.5 | 8 | i
O=C(c1ccco1)N1CCN(C(=O)c2ccc(COc3ccc(Cl)cc3Cl)o2)CC1 | -0.7 | 17 | i
Cc1cc(C)cc(S(=O)(=O)Cc2noc(C(=O)NCc3ccccc3)c2C(=O)NCc2ccccc2)c1 | -1.5 | 9 | .
O=C(CCNS(=O)(=O)c1ccc(Br)s1)NCc1ccccc1 | 0.1 | 13 | i
COc1ccc(N(CC(=O)NCCOc2ccccc2)S(=O)(=O)c2ccc(C)cc2)cc1 | -0.4 | 13 | i
CC(=O)CCc1c(C)[nH]c2ccc(NC(C)=O)cc2c1=O | -1.9 | 2 | i
Clc1cnc(Nc2cccnc2)c(Cl)c1 | -0.1 | 34 | i
CCOc1ccc(CN2CCCC(CO)(Cc3ccccc3F)C2)cc1 (stereo not given) | -0.2 | 8 | i
CC(=O)c1cnc(Nc2nc(C)c3ccc(C)cc3n2)nc1C | . | 8 | i
CCN(CC)C(=O)Oc1ccccc1NC(C)=O | -1.9 | 4 | i
OCCN(CCO)CC(O)COc1ccc(Br)cc1 (stereo not given) | 0.8&-1.9 | 15&9 | i
CCCCc1nc2cc(C(=O)NCc3cc(C)n(C)n3)ccc2o1 | 5.2 | 13 | i
Cc1ncc(S(=O)(=O)C(C)(C)C)c(N)n1 | 0.4 | 2 | i
COc1cccc(-n2c(C)c3c(OC)cccc(=O)c3c2C)c1 | -0.1 | 28 | i
O=C(CSc1nc(-c2cccs2)nc2ccccc12)NC1CCS(=O)(=O)C1 (stereo not given) | -1.0 | -2 | .
CN(c1nc2ccccc2nc1Cl)S(=O)(=O)c1ccccc1 | 3.1 | 12 | i
COc1cc(OC)cc(C(=O)Nc2ccc(S(=O)(=O)Nc3cc(C)nc(C)n3)cc2)c1 | 0.6 | 9 | i
Nc1cc(C(F)(F)F)cc([N+](=O)[O-])c1N | 0.1 | -1 | i
COc1cc(C(=O)NCC(=O)OCc2ccccc2Cl)cc(OC)c1OC | . | 10 | i
N#CCN1CCCC(C(N)=O)C1 (stereo not given) | -0.3 | 21 | i
CCCCCCCCCCOC(=O)C[N+](C)(C)C/C=C(/C)Cl | 0.5 | 8 | i
CC(C)(C)c1ccccc1OCCOCCN1CCCCCC1 | 0.0 | 18 | i
CC(=O)Nc1ccc(OC(=O)c2cc([N+](=O)[O-])ccc2Cl)cc1 | -2.5 | 28 | i
Cn1cc(CN2CCC(CO)CC2)c(-c2ccc(Oc3ccccc3)cc2)n1 | -0.8 | 13 | i
O=C(CSc1ncccn1)Nc1ccc(N2CCOCC2)cc1 | 3.7 | 10 | i
CCC(=O)Nc1ccc(C(=O)COC(=O)Cc2ccsc2)cc1 | 3.0 | 4 | .
COc1ccc(C2NC3=C(CCC3)C3(C#N)C4(N=C(N)C23C#N)OCCO4)cc1 (stereo not given) | 0.1 | 40 | i
Cc1cc(=O)oc2cc(NC(=O)C3CC(=O)N(Cc4ccccc4)C3)ccc12 (stereo not given) | 0.3 | 13 | i
CC1(c2ccccc2)NC(=O)N(CC(=O)Nc2ccc(Cl)c(S(=O)(=O)N3CCCCC3)c2)C1=O (stereo not given) | -1.4 | 5 | i
CCOc1ccc(OCCC(=O)NNC(=O)c2nn(C)c(=O)c3ccccc23)cc1 | 1.0 | 8 | i
S=C(NCCc1ccccc1)Nc1ccc(Cl)cc1 | -0.8 | 28 | i
Cc1ccccc1C(=O)/C=C1/SCC(=O)N1C | 0.0 | 20 | i
COc1ccc(-c2nnc(SCC(=O)NC(=O)NCc3ccco3)o2)cc1 | -0.6 | 11 | i
Cc1ncoc1C(=O)N1CCCC(N2CCN(c3ccccc3F)CC2)C1 (stereo not given) | 2.0 | 14 | i
O=C(CNC(=O)c1ccccc1F)OCc1nc2ccccc2s1 | -0.2 | 7 | i
Cn1c(=O)oc2cc(S(=O)(=O)N3CCC(C(=O)NCc4ccccc4Cl)CC3)ccc21 | -2.5 | 18 | i
CC1(C)CC2CC(C)(CN2C(=O)c2cc(-c3ccccc3O)on2)C1 (stereo not given) | -0.6 | 9 | i
COc1ccc(N2C(=O)c3ccccc3NC2c2ccc(OC)c(CSc3ccccn3)c2)cc1 (stereo not given) | -0.5 | 11 | i

Individual results from the results shown.
COc1ccc(-c2nnc(SCC(=O)NC(=O)NCc3ccco3)o2)cc1 in OX1R antag → 11
Cc1ncoc1C(=O)N1CCCC(N2CCN(c3ccccc3F)CC2)C1 (stereo not given) in STK33 inh → 2.0
CC1(c2ccccc2)NC(=O)N(CC(=O)Nc2ccc(Cl)c(S(=O)(=O)N3CCCCC3)c2)C1=O (stereo not given) in OX1R antag → 5
O=C(CNC(=O)c1ccccc1F)OCc1nc2ccccc2s1 in STK33 inh → -0.2
Cn1c(=O)oc2cc(S(=O)(=O)N3CCC(C(=O)NCc4ccccc4Cl)CC3)ccc21 in STK33 inh → -2.5
S=C(NCCc1ccccc1)Nc1ccc(Cl)cc1 in STK33 inh → -0.8
CC1(C)CC2CC(C)(CN2C(=O)c2cc(-c3ccccc3O)on2)C1 (stereo not given) in OX1R antag → 9

Reformatted with two lines to a compound: entries from further up.
Every second line gives: STK33 inh, OX1R antag, KCNQ2 block
> O=C(CNC(=O)c1ccccc1F)OCc1nc2ccccc2s1
→ -0.2, 7, i
> Cn1c(=O)oc2cc(S(=O)(=O)N3CCC(C(=O)NCc4ccccc4Cl)CC3)ccc21
→ -2.5, 18, i
> CC1(C)CC2CC(C)(CN2C(=O)c2cc(-c3ccccc3O)on2)C1 (stereo not given)
→ -0.6, 9, i
> COc1ccc(N2C(=O)c3ccccc3NC2c2ccc(OC)c(CSc3ccccn3)c2)cc1 (stereo not given)
→ -0.5, 11, i

Next part.
SMILES | STK33 inh | OX1R antag | KCNQ2 block
CN(CC(=O)Nc1ccc2c(c1)OCCO2)S(=O)(=O)c1cccc2cccnc12 | 0.8 | 11 | i
O=C(c1ccccc1OCc1ccc(Cl)cc1)N1CCN(c2ccccn2)CC1 | 0.1 | 24 | i
COC(=O)CSc1n[nH]c(-c2ccncc2)n1 | 1.2 | 5 | i
O=C(O)CCC(=O)N1CCN(c2ncccn2)CC1 | -0.1 | -11 | i
O=S1(=O)[C@H]2C[C@@H]3C=C[C@@]2(CN1Cc1ccccc1F)O3 | -0.5 | 9 | i
COC(=O)[C@H](Cc1c[nH]c2ccccc12)NC(=O)CCCc1c[nH]c2ccccc12 | -1.7 | 40 | i
CCCCCCn1c(N)c(C#N)c2ccc([N+](=O)[O-])cc2c1=O | -0.8 | 12 | i
Cc1ccc(S(=O)(=O)Nc2nc3ccccc3nc2N2CCN(c3ccccc3F)CC2)cc1 | 0.1 | 5 | i
COc1cc(NC(=S)NC(C)=O)ccc1NC(=O)C(C)C | -1.1 | 0 | i
NC(=O)c1ccsc1NC(=O)COC(=O)COc1ccccc1[N+](=O)[O-] | -0.2 | 13 | .

KCNQ2 block: what is marked active above
SMILES | STK33 inh | OX1R antag | KCNQ2 block
COc1ccc(-c2nc(CS(=O)(=O)CC(=O)NCc3ccccc3Br)c(C)o2)cc1 | 3.0 | 4 | -7.8*

Continued.
SMILES | STK33 inh | OX1R antag | KCNQ2 block
COc1ccc(-c2cnc(SCC(=O)Nc3cc(C)on3)n2Cc2ccco2)cc1 | -2.3 | 31 | i
N#Cc1ccccc1CSc1ncccc1C(=O)O | -0.2 | 9 | i
Cc1ccc(NC(=S)N/N=C2\CC(C)(C)Oc3ccc(O)cc32)cc1 | -0.8 | 9 | i
Cc1cc2occ(CC(=O)N(C)CC(=O)Nc3ccccc3Cl)c2cc1C | 1.9 | 54* | i
O=C(O)Cn1c(SC2CCCCC2)nc2ccccc21 | 1.6 | 7 | i
COc1ccccc1Nc1ncnc2c1c(C)c(C)n2CCO | -0.9 | . | i
C1CCN(c2nc(N3CCCCC3)nc(N3CCNCC3)n2)CC1 | 1.3 | 28 | i

Screening data (PubChem)

Not a hit list; any-hit rate near 2.7%.
